Growth percent in the NCI-60 one-dose screen (48 h, 10 µM unless noted): 100 = growth as untreated, 0 = no growth, -100 = all killed.
OVCAR-4 = OVCAR-4 ovarian cancer cells. actives 3.7% (n = 80,000). AID 1794784
SN12C = SN12C renal cancer cells | AID 1794767 | actives 3.8% (n = 81,000)
IGROV1 = IGROV1 ovarian cancer. actives 4.7% (n = 79,000)
OVCAR-5 = OVCAR-5 ovarian cancer; actives 2.9% (n = 82,000); AID 1794783
786-0 = 786-0 renal cancer cells; actives 5.1% (n = 81,000)
TK-10 = TK-10 renal cancer cells | actives 3.9% (n = 81,000) | AID 1794769
SK-OV-3 = SK-OV-3 ovarian cancer cells; actives 3.2% (n = 80,000); AID 1794785
UO-31 = UO-31 renal cancer | actives 5.2% (n = 81,000) | AID 1794768
The depositor's hits bear a star; nt = not tested or not shown. How the source made its calls: active means growth percent below 10; inactive means the rest.

SMILES | OVCAR-4 | SN12C | IGROV1 | OVCAR-5 | 786-0 | TK-10 | SK-OV-3 | UO-31
COc1cc(/C=N\NC(=O)CSc2nc3ccccc3c(=O)n2-c2cc(C)ccc2Cl)cc(OC)c1OC | 78 | 82 | 88 | 101 | 79 | 130 | 93 | 56
CCCCOc1nc2cc(Cl)ccc2cc1/C=C/C(=O)/C=C1/CC(c2cc3ccc(Cl)cc3nc2OCCCC)Nc2ccccc2N1 (stereo not given) | 108 | 94 | 97 | 97 | 102 | 104 | 94 | 80
CO/C=C/C(=O)c1cc2cnc3c(=N)cc(NC(=O)C(C)C)c([nH]1)c23 | -11* | 1.8* | -40* | -16* | -45* | -47* | -26* | -20*
CC(=O)Nc1ncc(Cc2ccc(Cl)cc2)s1 | 89 | 95 | 101 | 93 | 94 | 88 | 96 | 76
NCC(=O)Nc1ccc(O)c(C(=O)O)c1 | 103 | 98 | 105 | 100 | 97 | 106 | 97 | 74
O=[N+]([O-])c1ccc(Cl)c(S(=O)(=O)O)c1 | 111 | 103 | 123 | 105 | 110 | 136 | 110 | 89
O=C(Cc1ccccc1)NC1=NC(=O)/C(=C\c2ccccc2O)S1 | 86 | 94 | 115 | 99 | 99 | 108 | 98 | 82
COC(=O)[C@]1(C(C)C)N[C@H](c2cn(-c3ccccc3)nc2-c2ccccc2)[C@@H]2C(=O)N(c3ccccc3)C(=O)[C@@H]21 | 113 | 98 | 105 | 95 | 91 | 109 | 93 | 74
O=C1CCC(=O)N1Cc1ccccc1 | 97 | 104 | nt | 98 | 104 | 92 | 113 | 98
CC(C)CCOCCOCCCN1C(=O)C2C3C=CC(C3)C2C1=O (stereo not given) | 105 | 91 | 104 | 89 | 98 | 114 | 107 | 90
Cc1ccc(/C=N\NC(=O)c2ccccc2)cc1 | 106 | 103 | 120 | 105 | 100 | 98 | 104 | 111
CC(C)=CCC/C(C)=C/CSc1nnc(-c2c(C)nc3ccc(C)cn23)o1 | 104 | 103 | 85 | 110 | 93 | 114 | nt | 75
N#Cc1nc(-c2ccccc2)oc1S(=O)(=O)NCC(c1ccc(Cl)cc1)N1CCCCC1 (stereo not given) | 99 | 66 | 44 | 102 | 87 | 112 | 113 | 65
Cc1nc2sc(C(=O)Nc3ccc(Br)cc3)c(N)c2cc1C(=O)c1ccccc1 | 95 | 93 | 97 | 110 | 95 | 104 | 87 | 93
COc1ccc(CNc2ccccn2)cc1 | 101 | 86 | nt | 103 | 114 | 118 | 118 | 98
CCN1C(=O)N(CC)C2C1NN=C1SC(C(=O)O)=CC(=O)N12 (stereo not given) | 104 | 103 | 99 | 98 | 99 | 98 | 122 | 88
CCOc1ccc(NC(N)=S)cc1 | 109 | 101 | 104 | 106 | 97 | 100 | 103 | 96
NC(=O)SCC(=O)NNc1ccccc1 | 104 | 95 | 103 | nt | 108 | 95 | 100 | 79
COC(Cc1ccccc1)OC | 103 | 89 | nt | 93 | 95 | 93 | nt | 79
CCOC(=O)C1=C(c2ccccc2)N=c2s/c(=C/c3ccc(Br)cc3)c(=O)n2C1c1ccc(O)c(OC)c1 (stereo not given) | 34 | 81 | 89 | 101 | 87 | 91 | 100 | 65

Overlap with the part before: seven entries; new compounds follow.
SMILES | OVCAR-4 | SN12C | IGROV1 | OVCAR-5 | 786-0 | TK-10 | SK-OV-3 | UO-31
Cc1nc2sc(C(=O)Nc3ccc(Br)cc3)c(N)c2cc1C(=O)c1ccccc1 | 95 | 93 | 97 | 110 | 95 | 104 | 87 | 93
COc1ccc(CNc2ccccn2)cc1 | 101 | 86 | nt | 103 | 114 | 118 | 118 | 98
CCN1C(=O)N(CC)C2C1NN=C1SC(C(=O)O)=CC(=O)N12 (stereo not given) | 104 | 103 | 99 | 98 | 99 | 98 | 122 | 88
CCOc1ccc(NC(N)=S)cc1 | 109 | 101 | 104 | 106 | 97 | 100 | 103 | 96
NC(=O)SCC(=O)NNc1ccccc1 | 104 | 95 | 103 | nt | 108 | 95 | 100 | 79
COC(Cc1ccccc1)OC | 103 | 89 | nt | 93 | 95 | 93 | nt | 79
CCOC(=O)C1=C(c2ccccc2)N=c2s/c(=C/c3ccc(Br)cc3)c(=O)n2C1c1ccc(O)c(OC)c1 (stereo not given) | 34 | 81 | 89 | 101 | 87 | 91 | 100 | 65
CCOC(=O)/C=C1\S/C(=N\Nc2cc(=O)[nH]c3ccc(OC)cc23)N(c2ccccc2)C1=O | 83 | 97 | 92 | 106 | 94 | 117 | 104 | 82
Clc1ccc(C2CC(c3cccc(Nc4ccncc4)c3)=NN2c2ccccc2)cc1 (stereo not given) | 45 | 77 | 26 | 83 | -94* | 57 | 81 | 63
COc1ccc(CCc2ccc3cc(OC)ccc3n2)cc1 | 87 | 99 | 123 | 103 | 96 | nt | 119 | 104
CC(C)COC(=O)N1CCCC1 | 100 | 105 | 99 | 86 | 105 | 112 | 113 | 84
CN(C)c1ccc(/C=C2\Cc3ccccc3C2=O)cc1 | 101 | 92 | 94 | 108 | 86 | 92 | 98 | 72
CC(C)Nc1ncccn1 | nt | 107 | 119 | 103 | 104 | 111 | 117 | 90
CC(C)NC(=O)N1C(=O)CCC1NNC(=O)c1ccc([N+](=O)[O-])cc1 (stereo not given) | 98 | 102 | 104 | 103 | 99 | 101 | 113 | 92
Cn1cc(-c2nn3cc(-c4cccnc4)nc3s2)c2cc(Br)ccc21 | 88 | 73 | 53 | 85 | 110 | 123 | 84 | 60
C(C#CCN1CCOCC1)#CCN1CCOCC1 | 111 | 126 | 132 | 109 | 89 | 120 | 127 | 103
CS(=O)(=O)Nc1ccc(-c2nn(-c3ccc(S(C)(=O)=O)cc3)cc2/C=N/O)cc1 | 68 | 83 | 87 | 100 | 98 | 132 | 96 | 77
O=C(/C=C/c1cccc(C(F)(F)F)c1)Nc1ncc(Cc2cccc(Cl)c2)s1 | 102 | 98 | 96 | 100 | 101 | 132 | 104 | 91
Cc1ccc(NC(=O)CN2CCOCC2)cc1Cl | 95 | 93 | 107 | 100 | 95 | 96 | 90 | 90
C=CC[C@]1(c2ccccc2)C(=O)C(=O)N(Cc2ccc(OC)cc2OC)[C@H]1c1ccc(C(F)(F)F)cc1 | 44 | 64 | 56 | 98 | 78 | 89 | 76 | 47
COc1cc(C=C2C(=O)NC(=S)NC2=O)cc(CN2CCN(C)CC2)c1O | 116 | 104 | 112 | 102 | 105 | 117 | 96 | 85
c1ccc2sc(Cc3nn[nH]n3)nc2c1 | 88 | 107 | 68 | 95 | 102 | nt | 93 | 78
COc1ccc(C(=O)c2sc3nc(C)cc(C)c3c2N)cc1 | 87 | 96 | 94 | 93 | 91 | nt | 107 | 47
C=C1C(=O)O[C@H]2[C@H]1CC/C(COC(=O)NCc1c[nH]c3ccccc13)=C\CC[C@@]1(C)O[C@@H]21 | 58 | 44 | 21 | 86 | 45 | 34 | 87 | -63*
COc1cc(-c2cnc3nonc3n2)cc2c1OCO2 | 67 | 82 | 75 | 102 | 58 | 83 | 113 | 71
NN(Cc1ccccc1)c1ccccc1 | 89 | 98 | 96 | 103 | 97 | 110 | 97 | 79
NC(=O)N/N=C/c1ccc(Br)o1 | 111 | nt | 98 | 99 | 105 | 101 | 101 | 86
CCc1cc(Cc2cc(CC)cc(C(C)(C)C)c2O)c(O)c(C(C)(C)C)c1 | 14 | 19 | 36 | nt | 24 | 38 | 21 | 30
CCOC(=O)C1=C(O)CSC1=Nc1ccc(N=C2SCC(O)=C2C(=O)OCC)cc1 | 107 | 95 | 110 | 118 | 98 | 110 | 99 | 83
Cn1cc(NC(=O)c2cc(NC(=O)c3ccc(C#Cc4ccccc4)cc3)cn2C)cc1C(=O)NCCCN1CCOCC1 | 63 | 40 | 67 | 83 | -4.7* | 126 | 83 | 68
CC(=O)Nc1ccc(C(=O)CCN2CCCCC2)cc1 | 104 | 98 | 115 | 99 | 103 | 101 | 86 | 96
CCCCN(C(=O)CCl)c1ccccc1 | 93 | 106 | 106 | 115 | 103 | 111 | 104 | 87
Nc1c(C(=O)Nc2c(Cl)cccc2Cl)sc2nc3c(cc12)C(=O)CCC3 | 66 | 48 | 72 | 86 | 29 | 60 | 32 | 48
C[C@]1(CO)C[C@@H](O)C[C@]2(C)[C@@H]1CC[C@@]13C[C@@H]4[C@@H](C[C@H]12)[C@]4(C)C3 | 104 | 99 | 106 | 98 | 104 | 103 | nt | 84
CC(C)N(CCC#N)C(N)=O | 105 | 108 | 99 | 114 | 95 | 84 | 106 | 87
O=C(CN1CCN(c2cc(=O)[nH]c3ccc(F)cc23)CC1)Nc1ccc(F)cc1 | 82 | 87 | 88 | 93 | 95 | 101 | 104 | 66
O=C1NN=C2CCCCCC12 (stereo not given) | 111 | 102 | 113 | 102 | 97 | 103 | 99 | 84
Cc1cc(NN=C(c2ccc(O)cc2)c2ccc(O)cc2)c([N+](=O)[O-])cc1[N+](=O)[O-] | 53 | 74 | nt | 90 | -5.4* | 51 | 73 | 6.7*
CC(C)(O)Cc1cccnc1 | 109 | 110 | 103 | 104 | 102 | 105 | 124 | 98
CCN1CCN(C(=S)SCC(=O)Nc2nc3ccc(OC)cc3s2)CC1 | 93 | 98 | nt | 99 | 107 | 111 | 112 | 79
COc1ccc2c(c1)O/C(=C\c1cccc(OCC(=O)Nc3nc(C)c(C)s3)c1)C2=O | 68 | 34 | nt | 13 | 18 | 111 | 101 | -75*
Cc1cc(=O)[nH]c2nc3c(=O)n(C)c(=O)n(C)c3n12 | 111 | 99 | 110 | 111 | 106 | 111 | 104 | 71
Cc1nc(-c2ccccc2Cl)nc2sc(C(=O)Nc3ccc(Cl)cc3)c(N)c12 | 17 | 93 | 78 | 95 | 72 | 62 | 65 | 91
CCc1nnc(NC(=O)c2cc(-c3cccc(C(F)(F)F)c3)oc2C)s1 | 100 | 100 | 104 | 102 | 102 | 116 | 110 | 95
Cc1ccc(N=Nc2c(N)nc(N)[nH]c2=O)cc1C | 105 | 105 | 93 | 105 | 91 | 110 | 99 | 73
Cc1ccc(/C=C2\SC(=O)N(CC(=O)Nc3ccc(C(=O)/C=C/c4cc5ccccc5nc4Cl)cc3)C2=O)cc1 | 79 | 91 | 92 | 106 | 104 | 100 | 94 | 70
Fc1cccc(-n2ncc3c(Nc4ccc(OCc5ccccc5)cc4)ncnc32)c1 | 79 | 94 | 85 | 95 | 98 | 110 | 114 | 73
Cc1c(C(=O)/C=C/c2cc3ccccc3n3nnnc23)nnn1-c1ccc(Cl)cc1 | 100 | 91 | 89 | 93 | 91 | 88 | 86 | 80
Cc1nc2ccc(Br)cn2c1-c1nnc(SCCC(C)C)o1 | 95 | 86 | 73 | 110 | 78 | 122 | nt | 61
Cc1ccc(C(=O)c2ccc(CC(=O)N=Nc3c(O)[nH]c4ccc(OC(F)(F)F)cc34)n2C)cc1 | 118 | 95 | 85 | 100 | 101 | 137 | 97 | 73
COc1ccc(-c2oc(-c3ccc(OC)cc3)c3ccccc23)cc1 | 95 | 96 | 104 | 98 | 87 | 89 | 87 | 75
O=C1N(CO)C2C(N1CO)N(CO)C(=O)N2CO (stereo not given) | 118 | 104 | 123 | 106 | 97 | 120 | 106 | 95

Two entries drawn at random from those above, as already listed:
SMILES | OVCAR-4 | SN12C | IGROV1 | OVCAR-5 | 786-0 | TK-10 | SK-OV-3 | UO-31
CCCCOc1nc2cc(Cl)ccc2cc1/C=C/C(=O)/C=C1/CC(c2cc3ccc(Cl)cc3nc2OCCCC)Nc2ccccc2N1 (stereo not given) | 108 | 94 | 97 | 97 | 102 | 104 | 94 | 80
Nc1c(C(=O)Nc2c(Cl)cccc2Cl)sc2nc3c(cc12)C(=O)CCC3 | 66 | 48 | 72 | 86 | 29 | 60 | 32 | 48
